AI-2 QS mod: Vibrio harveyi AI-2 quorum sensing modulators, primary screen, JMH597 strain, luminescence/OD600 ratio; Vibrio harveyi JMH597 AI-2 luminescence/OD600 ratio, 9 h; hits give low values; strain lacks LuxN and CqsS sensors; 0 = neutral-control median; 300,000 compounds, 0.4% hits; activity change, % at 7.5 µM; in the data active means activity change below about -75%, passing the limit was not always enough; inconclusive means no clear call, values can overlap the other calls;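 further: luminescence divided by OD600 gain over 9 h not by final OD600 alone; inactives centre near 13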
IEC-6 cytotox: cytotoxicity in IEC-6 intestinal epithelial cells, primary screen, cytotoxicity control for KLF5 inhibitor project, cell-based, luminescence. 290,000 compounds, 0.78% hits. inhibition, % at 5 µM. IEC-6 cytotoxicity, luminescence viability. AID 1825, 2009; in the data active means inhibition above about 22%;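 further: 0% = plate median of test compound wells and 100% = cytotoxic reference compound wells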
Platelet DG rel: inhibitors of platelet dense granule secretion, primary screen, cell-based, MLPCN, human platelets. 300,000 compounds, 0.22% hits. human platelet-rich plasma, SFLLRN dense granule ATP release, luminescence. AID 1663, 2009. inhibition, %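 (compounds screened at 7.5 µM in platelet-rich plasma)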;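 active means mean replicate score, as percent of positive control, at or above 50; inconclusive means mean below 50 but at least one replicate at or above 50; inactive means mean and every replicate below 50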
HSF1 inh: HSF1 inhibitors in luciferase reporter cells, primary screen, cell-based, NIH3T3, luminescence; NIH3T3-HGL HSE-luciferase, MG132-induced, luminescence 8 h; hits give low values; activity change, negative = inhibition, % at 7.5 µM (by protocol); 300,000 compounds, 0.77% hits; AID 2098, 2009;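 active means more than half of replicate wells show activity change below -50%, luminescence cut by over half; inconclusive means some wells, but at most half, below -50%; inactive means no replicate well below -50%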;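 further: luciferase reports HSF-1 transcriptional activity via heat shock element; 0% = median of DMSO wells and -100% = zero luminescence signal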
HSF1 activator: HSF-1 activators, primary screen, NIH3T3-HGL cells, MG132 stress, luminescence, single point | NIH3T3-HGL HSF-1 luciferase reporter, 8 h; 100% = twice DMSO control signal | activation, % at 9 µM | 300,000 compounds, 1.7% hits | AID 504408, 2011;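 active means mean replicate activation of at least 50% with a set share of replicates each reaching 50%; inconclusive means only one of those two conditions met; inactive means mean below 50% and too few replicates reaching it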;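 further: 0% = median of the neutral control wells and 100% = twice that signal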
HIF act: HIF pathway transcriptional activators, primary screen, cell-based, U2OS HRE-luciferase, luminescence; U2OS HRE-luciferase reporter; normalized: DMSO 0%, desferrioxamine 100%; activation, % at 7.5 µM (by protocol); 300,000 compounds, 0.32% hits;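 active means mean activation of at least 10% of the iron chelator positive control signal, with at least half of replicates also reaching 10%; inconclusive means mean and replicate majority disagree about reaching 10%; inactive means mean and most replicates under 10%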
KLF5 inhibitor: KLF5 expression inhibitors, primary screen, DLD-1 cells, luminescence. DLD-1 KLF5 promoter-luciferase reporter. inhibition, % at 5 µM. 290,000 compounds, 0.23% hits;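 active means inhibition above a per-plate limit of that plate's mean compound inhibition plus 3 SD, cut at about 60% in these data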;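 further: 0% = DMSO wells and 100% = LY294002 at 200 µM; higher means less KLF5 promoter-driven luciferase light; inactives centre near -14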
aSyn UTR inh: MLPCN primary screen, SNCA 5' untranslated region. AID 1813, 2009. inhibition, % (tested at 7.5 µM). 300,000 compounds, 0.82% hits. alpha-synuclein 5'UTR reporter, inhibitor activity; in the data active means inhibition above about 60%; inconclusive means no clear call, values can overlap the other calls;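 further: H4 neuroglioblastoma cells stably carrying SNCA 5'UTR luciferase fusion; 0% = DMSO wells and 100% = positive control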
SKKanGAS inh: S. pyogenes SKKanGAS growth inhibitors in kanamycin, primary screen, streptokinase expression inhibitor project, SKKanGAS strain, BacTiter-Glo luminescence. inhibition, % at 7.5 µM. 300,000 compounds, 1.3% hits. 6 h;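 active means mean replicate score, as percent of positive control median, at least 50; inconclusive means mean below 50 but one replicate at or above 50; inactive means mean and every replicate below 50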;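 further: strain carries kanamycin resistance gene driven by streptokinase promoter and grows in 40 µg/ml kanamycin; loss of luminescence reflects streptokinase promoter inhibition or plain growth inhibition; 0% = median of DMSO wells and 100% = positive control at its reference dose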
HSP90 refold inh: HSP90 inhibitors, primary screen, cell lysate, luminescence | inhibition, % at 5.6 µM | AID 1789, 2009 | 290,000 compounds, 0.91% hits | Rabbit reticulocyte lysate, luciferase refolding luminescence, 3 h;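 active means inhibition above the screen-wide mean plus 3 SD, computed separately per campaign, cut at about 16% in these data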;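 further: 0% = DMSO wells and 100% = 60 µM geldanamycin wells; inhibitors lower the luminescence because luciferase stays unfolded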
Starred values were filed as active, the others as inactive; ? = inconclusive; · = no result given.

[1] Cc1cccc(C)c1NC(=O)CSCc1cccc(CSCC(=O)Nc2c(C)cccc2C)n1
[2] CC1CCc2[nH]c3ccc(C(=O)N4CCCC(C(F)(F)F)C4)cc3c2C1 (stereo not given)
[3] COc1ccc(NC(=O)c2ccc(Cl)c(NC(=O)c3ccncc3)c2)cc1
[4] CN(C)c1ccc(/C=N/NC(=S)NCc2ccccc2)cc1
[5] CCC(C)N=CC1=C(O)CC(c2ccccc2)CC1=O (stereo not given)

Assay by compound	1	2	3	4	5
Platelet DG rel	0	-12	1	-3	-17
HSP90 refold inh	0	·	2	-1	4
KLF5 inhibitor	-16	·	-14	-23	-63
AI-2 QS mod	6	23	14	18	5
SKKanGAS inh	8	1	-8	10	-4
HSF1 inh	6	3	-12	16	21
HIF act	0.1	-0.4	0.1	5.0	-0.2
aSyn UTR inh	23	2	-27	-85	2
IEC-6 cytotox	5	·	10	3	4
HSF1 activator	11	16	-14	55*	45

Two entries drawn at random from those above, as already listed:
[1] Cc1cccc(C)c1NC(=O)CSCc1cccc(CSCC(=O)Nc2c(C)cccc2C)n1
[2] CC1CCc2[nH]c3ccc(C(=O)N4CCCC(C(F)(F)F)C4)cc3c2C1 (stereo not given)

Assay by compound	1	2
Platelet DG rel	0	-12
HSP90 refold inh	0	·
KLF5 inhibitor	-16	·
AI-2 QS mod	6	23
SKKanGAS inh	8	1
HSF1 inh	6	3
HIF act	0.1	-0.4
aSyn UTR inh	23	2
IEC-6 cytotox	5	·
HSF1 activator	11	16

(cont.)
[6] Cn1c(=O)c2c(nc(CN3CCC(C(N)=O)CC3)n2Cc2c(Cl)cccc2Cl)n(C)c1=O
[7] COc1ccc(OC)c(NC(=O)CC2SC(=NCc3ccccc3)NC2=O)c1 (stereo not given)
[8] COc1cc2c(cc1OC)C(COc1ccc3c(C)cc(=O)oc3c1)N(C(=O)c1ccco1)CC2 (stereo not given)
[9] COC(=O)C1=C(C(=O)c2ccc(C)cc2)C(c2ccccc2)n2nnnc2N1 (stereo not given)
[10] CCN(CC)C(=O)CN1C(=O)c2cccc3cccc1c23

Assay by compound	6	7	8	9	10
Platelet DG rel	-6	-5	4	0	-3
HSP90 refold inh	3	4	-2	-2	-2
KLF5 inhibitor	0	4	19	4	1
AI-2 QS mod	13	12	17	-2	3
SKKanGAS inh	-6	-5	11	-1	2
HSF1 inh	-2	1	-9	-8	-6
HIF act	-0.7	-0.3	-1.0	1.2	1.8
aSyn UTR inh	-6	16	37	1	10
IEC-6 cytotox	-3	-3	-8	1	3
HSF1 activator	-10	-6	-25	-2	-6

[11] Cc1cc(Br)ccc1SCC(=O)OCC(=O)NCc1ccc2c(c1)OCO2
[12] CCC1COCCS(=O)(=O)N1Cc1ccc(F)cc1 (stereo not given)
[13] CCc1ccc(CNC(=O)CCn2ccc3cc(S(=O)(=O)N4CCCC4)ccc32)cc1
[14] CC(C)NC(=O)CC(c1ccccc1)c1cc(Br)ccc1O (stereo not given)
[15] CC(C)Nc1nnc(SCc2cc(=O)n3ccsc3n2)s1

Assay by compound	11	12	13	14	15
Platelet DG rel	-3	-1	4	6	1
HSP90 refold inh	1	-2	-4	2	7
KLF5 inhibitor	-9	-26	-20	-37	-9
AI-2 QS mod	31	15	36	-7	26
SKKanGAS inh	-11	-3	4	7	7
HSF1 inh	-4	-3	15	1	3
HIF act	-0.1	0.1	-0.4	-0.6	0.0
aSyn UTR inh	-16	13	19	15	8
IEC-6 cytotox	4	-6	-10	1	-5
HSF1 activator	7	-13	17	7	12

The last four entries of the section before open the next one:
[12] CCC1COCCS(=O)(=O)N1Cc1ccc(F)cc1 (stereo not given)
[13] CCc1ccc(CNC(=O)CCn2ccc3cc(S(=O)(=O)N4CCCC4)ccc32)cc1
[14] CC(C)NC(=O)CC(c1ccccc1)c1cc(Br)ccc1O (stereo not given)
[15] CC(C)Nc1nnc(SCc2cc(=O)n3ccsc3n2)s1
[16] CC1=NN(C(N)=S)C(=O)C1N=Nc1ccc(C)c(Br)c1 (stereo not given)
[17] O=C1CCCC(=O)N1c1ccc(F)cc1
[18] CCCS(=O)(=O)N1CCCC(C(=O)Oc2ccc(OC)cc2)C1 (stereo not given)
[19] O=C1N=C(c2ccccc2)S/C1=C\c1cccs1
[20] COc1ccc(-c2cc3c(=O)n(CC(=O)NCc4cccnc4)ncn3n2)cc1

Assay by compound	12	13	14	15	16	17	18	19	20
Platelet DG rel	-1	4	6	1	1	2	-3	-17	5
HSP90 refold inh	-2	-4	2	7	2	2	6	3	9
KLF5 inhibitor	-26	-20	-37	-9	-192	-63	16	-28	-46
AI-2 QS mod	15	36	-7	26	8	13	-2	-5	19
SKKanGAS inh	-3	4	7	7	25	4	-3	-1	-5
HSF1 inh	-3	15	1	3	26	-6	-6	1	-2
HIF act	0.1	-0.4	-0.6	0.0	2.8	0.8	0.8	-54	0.3
aSyn UTR inh	13	19	15	8	-128	1	-7	-52	-12
IEC-6 cytotox	-6	-10	1	-5	1	-4	7	2	-3
HSF1 activator	-13	17	7	12	28	-3	-22	11	9

[21] Cc1onc(-c2ccccc2)c1C(=O)N1CC(C)OC(C)C1 (stereo not given)
[22] CCOC(=O)c1c(C)[nH]c(C(=O)COC(=O)C2CC2C)c1C (stereo not given)
[23] CCCCCCNC(=O)CC(c1ccccc1)c1cc(Br)ccc1O (stereo not given)
[24] Cc1cc(NC(=O)CSc2ccccn2)cc(NC(=O)CSc2ccccn2)c1
[25] C=CCNc1sc(C(=O)C(C)(C)C)c(N)c1C#N

Assay by compound	21	22	23	24	25
Platelet DG rel	-5	7	28	3	8
HSP90 refold inh	-2	-2	2	5	1
KLF5 inhibitor	-10	-133	-17	-7	-30
AI-2 QS mod	10	27	10	15	-8
SKKanGAS inh	3	6	28	0	1
HSF1 inh	11	20	10	-1	-2
HIF act	-2.3	2.3	-0.2	-0.2	·
aSyn UTR inh	1	-143	5	-3	21
IEC-6 cytotox	-2	-2	0	4	-1
HSF1 activator	33	24	34	17	-13

[26] COc1cc(CC(=O)OCC(=O)Nc2cc(S(=O)(=O)N3CCCC3)ccc2Cl)cc(OC)c1OC
[27] Cc1cccc(C)c1NC(=O)COC(=O)c1cccc2c1C(=O)c1ccccc1C2=O
[28] Cc1noc(C)c1COc1cccc(C(=O)OCCOc2ccc(F)cc2)c1
[29] Cc1ccc(NC(=O)c2ccc(OC(=O)COc3ccc(Cl)c(C)c3)cc2)cc1
[30] O=C(CCCCCN1C(=O)[C@@H]2Cc3ccccc3CN2C1=O)Nc1ccccc1Cl

Assay by compound	26	27	28	29	30
Platelet DG rel	-6	6	20	5	1
HSP90 refold inh	1	1	0	5	0
KLF5 inhibitor	7	-6	4	-107	-14
AI-2 QS mod	-3	17	17	18	3
SKKanGAS inh	-9	13	-5	-6	3
HSF1 inh	4	30	19	23	9
HIF act	0.4	-0.3	0.9	2.1	1.5
aSyn UTR inh	-3	68*	-60	-115	6
IEC-6 cytotox	5	-3	0	2	1
HSF1 activator	8	82*	33	37	4

[31] C=CCOc1c(Br)cc(/C=C2/C(=O)ON=C2C)cc1OC
[32] O=C(N[C@@H](Cc1ccccc1)C(=O)OCc1ccccc1)c1nc[nH]c1C(=O)NC(c1ccccc1)c1ccccc1
[33] CCOc1ccc(NC(=O)CCNC(=O)c2ccc(Br)cc2)cc1
[34] O=C(COc1ccc(Cl)cc1Cl)NC(=O)N1CCCCC1
[35] COCCn1c(SCC(=O)c2cc(C)n(C)c2C)nc2ccccc2c1=O

Assay by compound	31	32	33	34	35
Platelet DG rel	-7	0	1	3	20
HSP90 refold inh	-6	12	-5	28*	-2
KLF5 inhibitor	-18	-11	-52	-164	-28
AI-2 QS mod	28	20	21	18	5
SKKanGAS inh	-2	12	-1	-3	-2
HSF1 inh	-5	-1	18	18	-72*
HIF act	0.9	-1.1	1.1	1.8	0.8
aSyn UTR inh	1	4	-70	-121	-39
IEC-6 cytotox	-1	2	-6	-6	0
HSF1 activator	-3	3	29	26	-77

[36] CCOc1cc(NC(=S)NCC(C)C)c(OCC)cc1NC(=O)c1cccs1
[37] O=C(Nc1ccccc1N1CCOCC1)c1cc(-c2ccncc2)nc2ccccc12
[38] Cc1ccc(CN2C(=O)C3CCCN3c3ccc(C#N)cc32)cc1 (stereo not given)
[39] Cc1[nH]c(C)c(S(=O)(=O)N(C)Cc2ccccc2)c1C(=O)N1CCCCC1
[40] CC(=O)Nc1ccc(Nc2nc(-c3cc4ccccc4oc3=O)cs2)cc1

Assay by compound	36	37	38	39	40
Platelet DG rel	4	4	-15	-3	22
HSP90 refold inh	1	-3	0	-1	-4
KLF5 inhibitor	-13	-19	-21	-4	-170
AI-2 QS mod	20	11	0	8	3
SKKanGAS inh	-8	4	-8	-1	11
HSF1 inh	-4	-11	-4	-5	17
HIF act	-1.1	0.2	-0.6	-0.2	2.4
aSyn UTR inh	-7	-3	-5	-19	-449
IEC-6 cytotox	-3	-6	3	-1	4
HSF1 activator	5	-2	1	-8	-3

[41] COc1ccc(NC2=C(C(C)=O)C(c3ccc(OC)c(OC)c3)C(C(C)=O)C(C)(O)C2)cc1 (stereo not given)
[42] CCNC(=S)N(Cc1cc2cc(C)cc(C)c2[nH]c1=O)C1CCCC1
[43] CCc1nnc(NS(=O)(=O)c2ccc(NC(=S)NC(=O)c3ccc(Br)cc3)cc2)s1
[44] Cc1ccc(C)c(NC(=O)c2ccc(S(=O)(=O)N(C)CC3CCCO3)cc2)c1 (stereo not given)
[45] Cc1nc2ccccc2n1CC(O)COC1CCCCC1 (stereo not given)

Assay by compound	41	42	43	44	45
Platelet DG rel	2	3	4	-13	7
HSP90 refold inh	2	3	-2	-1	-4
KLF5 inhibitor	-36	-14	-6	-16	-15
AI-2 QS mod	33	25	26	5	6
SKKanGAS inh	-11	-13	17	?	2
HSF1 inh	-4	-3	7	0	-8
HIF act	0.2	0.6	-1.1	0.1	-0.4
aSyn UTR inh	-31	-2	3	3	15
IEC-6 cytotox	4	-1	0	-9	-6
HSF1 activator	20	5	-1	12	13

High-throughput results from PubChem BioAssay.
